Source: PubChem BioAssay
HT1080 IDH1KD tx: HT-1080 IDH1 knockdown cell toxicity (counter line) | 360,000 compounds, 2% hits | HT-1080 IDH1 knockdown viability, ATP luminescence, 48 h | Potency, µM (titrated, usually from 46.1 µM), inactives show at the top dose activity, negative = toxicity, actives largely listed as cytotoxic;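 further: 0% = DMSO wells and -100% = cell-free medium wells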
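Luminescent ATP read-out (CellTiter-Glo, 10 min at room temperature) after 48 h compound exposure at 37 °C gave viability of IDH1-knockdown HT-1080 cells. Activity was normalised to DMSO and cell-free wells, then fitted as concentration-response curves.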
HT1080NT lethal: kills 2HG-producing HT-1080-NT fibrosarcoma cells; HT-1080-NT fibrosarcoma viability, CellTiter-Glo ATP luminescence, 48 h; Potency, µM (top dose mostly 46.1 µM), inactives show at the highest dose activity, negative = less viability, actives largely listed as cytotoxic; 360,000 compounds, 1.6% hits;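 further: NT is the 2HG producing partner of a matched IDH1 knockdown line; 0% = DMSO-treated cells and -100% = media-only wells without cells; nearly all actives have a fitted effect of over 55% in size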
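Toxicity toward the 2HG-producing NT line was scored as %Activity, normalised to DMSO and no-cell wells, from CellTiter-Glo luminescence after 48 hours' treatment.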
TDP43 rescue: inhibitors of TDP-43 toxicity in yeast; TDP-43 expressing yeast growth rescue, BacTiter-Glo, 24 h; Potency, µM (titrated, usually from 46.1 µM), for the others: at the top dose growth rescue (activation), most hits filed as activators; 410,000 compounds, 1.8% hits; further: % of control where 0% means no effect; nearly all actives have a fitted effect of over 50% in size
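Readout is BacTiter-Glo luminescence of cell growth, so inhibitors register as activators. TDP-43-expressing yeast at OD600=0.02 in galactose medium, after raffinose pregrowth to mid-log, were incubated with compound for 24 hr at 30 deg C.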
GLP-1R agonist: GLP-1 receptor (human) agonism | HEK293 GLP-1R CRE-luciferase, luminescence, 4-6 h; cells express a hypersensitive GLP-1R form | Potency, µM (doses to about 45.6 µM), inactives show top-dose activation, actives largely listed as activators | P43220 | AID 624172 | 380,000 compounds, 0.007% hits; further: % of control where 0% means no effect
Target sequence (P43220 whole entry, looked up): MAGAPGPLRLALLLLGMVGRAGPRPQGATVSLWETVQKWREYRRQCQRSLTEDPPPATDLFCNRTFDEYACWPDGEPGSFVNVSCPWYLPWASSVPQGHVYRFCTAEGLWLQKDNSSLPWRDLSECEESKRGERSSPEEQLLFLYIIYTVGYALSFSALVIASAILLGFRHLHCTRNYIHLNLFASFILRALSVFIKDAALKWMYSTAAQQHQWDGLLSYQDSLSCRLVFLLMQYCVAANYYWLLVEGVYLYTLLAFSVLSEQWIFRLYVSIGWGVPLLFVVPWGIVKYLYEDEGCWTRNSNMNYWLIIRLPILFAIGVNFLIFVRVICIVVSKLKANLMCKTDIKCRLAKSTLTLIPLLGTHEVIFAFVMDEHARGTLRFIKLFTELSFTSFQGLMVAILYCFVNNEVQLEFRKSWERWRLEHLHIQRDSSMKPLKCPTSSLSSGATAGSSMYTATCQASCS
KB-3-1 cytotox: kills parental KB-3-1 adenocarcinoma cells; Potency, µM (top dose mostly 46.1 µM), for the others: at the top dose activity change, negative = cytotoxic, hits mostly cytotoxic; AID 1347075; 400,000 compounds, 1.4% hits; KB-3-1 viability, CellTiter-Glo ATP luminescence, 72 h; further: on the % scale 0 is the no-effect control and ±100 the full control effect; nearly all actives have a fitted effect of over 60% in size
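Parental KB-3-1 adenocarcinoma cells in phenol-red-free DMEM with 10% FBS were pin-treated with compounds at several concentrations, incubated 72 h at 37 °C, and viability read by CellTiter-Glo luminescence; concentration-effect curves were fitted after normalization.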
SW480 rereplic: inducers of DNA re-replication in SW480 colon cancer cells | SW480 DNA re-replication, Hoechst DNA content imaging, 48 h | AID 624297 | 340,000 compounds, 1.8% hits | Potency, µM (top dose mostly 46.1 µM), without a hit: top-dose re-replication activation, most hits filed as activators; further: % of control where 0% means no effect; nearly all actives have a fitted effect of over 55% in size
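First, 250 cells per well were seeded. Next, compound or vehicle (23 nL) was pinned in, plates sat 48 hr at 37 C. Finally Hoechst was added for 40 min before fluorescence scanning.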
GLP-1R inv ag: inverse agonists of human GLP-1 receptor | 410,000 compounds, 1.6% hits | Potency, µM (titrated, usually from 38.3 µM), inactives show at the top dose activity change, negative = inhibition, most hits filed as inhibitors | HEK293 GLP-1R CRE-luciferase, luminescence, 24 h; GLP-1R form is constitutively active | AID 624417; further: on the % scale 0 is the no-effect control and ±100 the full control effect; nearly all actives have a fitted effect of over 55% in size
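Readout was luciferase luminescence, measured 12 min after detection reagent at room temperature. Beforehand, GLP-1R reporter HEK293 cells had sat 12 h, then received compounds for 24 hr at 37 deg C.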
KB-V1 MDR tox: KB-V1 MDR subline cytotoxicity; KB-V1 MDR cells viability, CellTiter-Glo, 72 h; Potency, µM (doses to about 46.1 µM), for inactives: top-dose activity change, negative = cytotoxicity, hits mostly cytotoxic; 400,000 compounds, 3.4% hits; further: on the % scale 0 is the no-effect control and ±100 the full control effect; nearly all actives have a fitted effect of over 60% in size
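Potencies derive from concentration-effect curves fitted to normalized luminescence (CellTiter-Glo) of KB-V1 cells treated for 72 h at 37 degrees C in phenol-red-free DMEM containing 10% FBS.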
HEK293 tox: cytotoxicity in counter-screen for GLP-1R inverse agonists; Potency, µM (top dose mostly 38.3 µM), without a hit: at the highest dose activity change, negative = inhibition, most hits filed as inhibitors; 410,000 compounds, 0.13% hits; HEK293 cAMP-luciferase reporter cells, luminescence, 24 h; AID 624418;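 further: loss of luciferase light is scored as toxicity; on the % scale 0 is the no-effect control and ±100 the full control effect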
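Quantitative HTS format, 1536 wells, 200 cells/uL seeded. Compounds: 23 nL, 24 h, 37 °C. Detection: luciferase reagent, luminescence at 12 min RT; decreased signal taken as cytotoxic.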
* hit, by the source's call; ? = inconclusive; nt = no result given; & = joins results of further samples; [ ] = another dose, or the depositor's remark. The call rests on the fitted dose curve; in most records, active means well fitted curve in the direction sought with a large enough effect; inconclusive means small, poorly fitted or top-dose-only effect, or another doubt; inactive means no such curve, though single readings can be large; an effect the other way counts as inactive or inconclusive. Potency means the concentration at half of the fitted maximal effect.

SMILES | HT1080 IDH1KD tx | HT1080NT lethal | TDP43 rescue | GLP-1R agonist | KB-3-1 cytotox | SW480 rereplic | GLP-1R inv ag | KB-V1 MDR tox | HEK293 tox
O=C(CSc1nc2ccccc2n1Cc1ccc(F)cc1)N1CCN(c2ccc(F)cc2)CC1 | nt | nt | 12% | nt | 1% | nt | ? | 4% | -13%
CCn1ncc(Br)c1C(=O)Nc1ccccc1C(F)(F)F | 17% | 1% | ? | -6% | -9% | -22% | -7% | -18% | 4%
O=C(O)/C=C/c1cn(Cc2ccccc2)nc1-c1cccs1 | 7% | -2% | 6% | -2% | 12% | -2% | -6%[7.66 µM] | 3% | -8%[7.66 µM]
CNS(=O)(=O)c1cccc(C(=O)NCC2CCCCC2)c1 | 9% | 14% | 4% | 1% | -6% | -7% | 14% | -6% | 1%
COc1ccc(C(=O)C(C)[n+]2ccc(C)c3ccccc32)cc1[N+](=O)[O-] (centres undefined) | -10% | -9% | -4% | -5% | -28% | 15% | -17% | ? | 6%
Cc1oc(-c2ccccc2Cl)nc1CS(=O)CC(=O)NCCCN1CC(C)CC(C)C1 (centres undefined) | -1% | -2% | 0% | 6% | 1% | -3% | ? | 16% | 6%
CCOC(=O)c1csc(-c2ccc(COC(=O)c3ccccc3)o2)n1 | 11% | ? | ? | 24% | 0% | nt | 30% | 2% | -1%
CCCc1cc(=O)[nH]c(SCC(=O)N(C)Cc2ccccc2)n1 | 5% | -1% | 1% | -7% | 0% | -10% | 2% | 5% | -1%
Cc1ccc(-c2cc(C(=O)Nc3c(C#N)cnn3C)no2)cc1 | 17% | 2% | -18% | -13% | 3% | -14% | -7% | 3% | -12%
COc1ccccc1CNS(=O)(=O)c1c(C(=O)N2CCCCC2)c(C)n(C)c1C | -3% | 0% | -5% | 0% | 1% | -6% | 4% | 1% | -7%
CCC(C(=O)OCC(=O)Nc1cc(Cl)cc(Cl)c1)c1ccccc1 (centres undefined) | 2% | -4% | ? | 17% | 0% | -1% | ? | ? | ?
COC(=O)C1=CN(c2ccc(OC)cc2)C=C(C(=O)OC)C1c1cc(OC)c(OC)cc1OC | 29% | 7% | 4% | 0% | -1% | ? | 21% | -36% | 5%
COc1ccc(N2C(=O)/C(=C/c3cccs3)NC2=S)cc1 | 8% | -7% | -78%[inhibitor] | 2% | 2% | 2% | -7% | ? | ?
Cc1ccc(NC(=O)COC(=O)C2(C)CC2(Cl)Cl)cc1S(=O)(=O)N1CCOCC1 (centres undefined) | 2% | -1% | 17% | 5% | 5% | -2% | ? | -4% | -10%
O=C(Nc1ccc(S(=O)(=O)Nc2ncccn2)cc1)c1ccc(N2CCCC2=O)cc1 | 10% | 9% | 23% | -2% | 0% | -3% | 5% | 2% | -10%
CCCCn1c(CN2CCN(CCO)CC2)nc2ccccc21 | 16% | 9% | -2% | -6% | 3% | 1% | 2% | 7% | -17%
CC(=O)Nc1nnc(SCC(=O)Nc2ccc(N3CCOCC3)c(Cl)c2)s1 | -1% | 16% | -13% | -3% | -4% | -7% | 4% | 13% | 1%
Cc1nnc(SCC(=O)N2c3ccccc3C(C)(c3ccc(Cl)cc3)CC2(C)C)s1 (centres undefined) | ? | -15% | ? | -4% | ? | 14% | ? | ? | -20%
CN(C)c1cccc2c(S(=O)(=O)NCc3ccc(S(N)(=O)=O)cc3)cccc12 | -17% | 1% | 7% | 0% | -13% | -7% | 1% | 13% | -3%
Cc1cc(C)c2sc(N3CCN(C(=O)c4ccc(N(C)C)cc4)CC3)nc2c1 | nt | nt | ? | nt | 11% | nt | -11% | 1% | -6%
CCOc1ccc(CCNc2nc3ccccc3n3c(C)nnc23)cc1OCC | -10% | -1% | 21%&18% | 0% | ? | -17% | 10%&12% | ? | -3%&7%
O=C(O)c1ccc(N/N=C2/CCSc3ccc(F)cc32)cc1 | -17% | -11% | 10µM* | -1% | -4% | -6% | ? | 2% | -16%
CCOc1ccc2oc(C(=O)OCC(=O)NC(=O)NC3CCCC3)c(C)c2c1 | 3% | 6% | 22% | 9% | 3% | 0% | 0% | 22% | -1%
Cc1ccc(C(=O)N(c2ccccn2)C(C)c2ccco2)cc1C (centres undefined) | 3% | 11% | -7% | 2% | -2% | 0% | 9% | -13% | 7%
CCOc1cccc(C2C(C(=O)c3ccc(C)o3)=C(O)C(=O)N2c2nnc(C)s2)c1 (centres undefined) | 10% | 16% | -10% | 1% | 8% | -1% | -3% | 10% | -4%
COC(=O)CN(C(=O)CSc1nnc(-c2cccc(OC)c2)o1)c1ccc(OC)cc1 | -1% | -1% | -8% | 17% | 9% | -7% | 3% | ? | -3%
CCN(CC)CCOC(=O)CCc1cccc2ccccc12 | -1% | 6% | 10% | 4% | 3% | -3% | 4% | 15% | -3%
O=C(NCc1ccc(Cl)cc1)c1cc2c(s1)CS(=O)(=O)C2 | -6% | -2% | 1% | 11% | -9% | -1% | 57%[activator] | 4% | -2%
COc1cccc(-c2nc(CS(=O)(=O)CC(=O)NCCCOC(C)C)c(C)o2)c1 | 4% | 5% | -3% | -8% | 10% | 10% | 0% | ? | -4%
CCCn1c(=S)[nH]c2cc(Cl)ccc21 | -16% | -14% | ? | 15% | 5% | -3% | -8% | -19% | -16%
Cn1ncc2c(O/N=C(\N)c3ccc(C(C)(C)C)cc3)ncnc21 | 6.5µM* | 18µM* | -91%[inhibitor] | -2% | ? | 9.2µM* | ? | 13µM* | 10µM*
CCc1cc(=O)oc2cc(OC(C)C(=O)NCc3ccccn3)ccc12 (centres undefined) | -1% | 8% | 6% | 8% | 4% | ? | 9% | 3% | 2%
COC(=O)c1[nH]c2c(c1C)C(=O)CC(c1ccccc1)C2 (centres undefined) | ? | 0.45µM* | -10% | 0% | 1.3µM* | 17% | 0% | 0.58µM* | ?
CC1CCN(CCC(=O)N/N=C/c2ccc([N+](=O)[O-])cc2)CC1 | 1% | 2% | -14% | 1% | 11% | 0% | -16% | -14% | 15%
O=C1C(=NO)CC(c2ccccc2)N1c1ccccc1 (centres undefined) | 7% | 22% | -2% | 9% | 2% | 20% | 7% | ? | -17%
O=c1c2c(nc3nc(SCc4ccccc4)[nH]n13)CCC2 | 0% | -7% | 13% | -11% | -4% | 2% | 1% | -7% | 1%
O=C(NC1CCN(Cc2ccccc2)CC1)C1CCN(S(=O)(=O)c2cccc3cccnc23)CC1 | 0% | -7% | -5% | 0% | 10% | 1% | 3% | -23% | 8%
OCCCc1nc2n(n1)C(c1ccccc1)C=C(c1ccc(F)cc1)N2 (centres undefined) | 16% | -3% | -20% | 8% | -19% | -21% | 0% | -11% | nt
Cc1ccccc1CNS(=O)(=O)c1c(C)[nH]c(C)c1C(=O)N1CCCCC1 | -2% | 3% | -15% | -2% | 0% | ? | 10% | 1% | -4%
CCOc1ccc(CCNC(=O)C2CCCN(c3nn4c(=O)cc(C)nc4s3)C2)cc1 (centres undefined) | -1% | -4% | -10% | -2% | -6% | -3% | -9% | -6% | 12%
O=C(CNCc1ccc(F)cc1)Nc1ccc(S(=O)(=O)N2CCOCC2)cc1 | -1% | -6% | -2% | -3% | -2% | -3% | -19% | -9% | 7%
O=C(COC(=O)c1cc(S(=O)(=O)NCc2ccccc2)ccc1O)NCc1ccccc1 | 7% | 8% | -8% | -1% | 19% | -2% | -2% | 2% | 0%
COC(=O)c1ccccc1NC(=O)/C=C/c1cc(OC)c(OC)c(OC)c1 | -8% | -4% | 6% | 17% | 12% | 1% | 20% | ? | -3%
CCCCCCn1c(=O)n2n(c1=O)[C@@H]1CN(S(=O)(=O)c3ccc(C)cc3)C[C@]1(O)[C@@H](OC(=O)NCc1ccc(OC)c(OC)c1)C2 | 4% | -23% | 0% | -1% | 9% | nt | ? | 13% | -33%
CC1CCN(CC(C)OC(=O)c2ccco2)CC1 (centres undefined) | 1% | -3% | -5% | 1% | 0% | -14% | 6% | 18% | -7%
CCc1nnc2c(N(C)S(=O)(=O)c3ccc(C)cc3)nc3ccccc3n12 | 17% | 17% | -2% | 0% | -7% | 6% | 24% | 5% | 2%
COC(C)(C)[C@]12CC(O)(C(C)C)ON1[C@H]1CCCCC1N2O (some centres undefined) | 8% | 19% | 20% | -12% | 7% | -2% | 24% | 23% | 3%
CN(C(=O)Cn1ncc2c1-c1ccccc1OC2)c1ccc(Br)cc1 | nt | nt | 18µM* | nt | -3% | nt | ? | 9% | 9%
CC1(C)C2CC=C(/C=N/NC(=O)c3ccc(Cl)cc3)C1C2 (centres undefined) | -2% | 1% | 19% | -1% | 4% | -1% | ? | ? | 0%
O=C(NCCOc1ccccc1)C1CCC(=O)N(C2CCCCCC2)C1 (centres undefined) | 0% | -10% | -6% | 9% | -2% | 11% | -14% | ? | -1%

Retrieved one by one from above (5):
SMILES | HT1080 IDH1KD tx | HT1080NT lethal | TDP43 rescue | GLP-1R agonist | KB-3-1 cytotox | SW480 rereplic | GLP-1R inv ag | KB-V1 MDR tox | HEK293 tox
O=C(NCCOc1ccccc1)C1CCC(=O)N(C2CCCCCC2)C1 (centres undefined) | 0% | -10% | -6% | 9% | -2% | 11% | -14% | ? | -1%
COC(C)(C)[C@]12CC(O)(C(C)C)ON1[C@H]1CCCCC1N2O (some centres undefined) | 8% | 19% | 20% | -12% | 7% | -2% | 24% | 23% | 3%
CC1(C)C2CC=C(/C=N/NC(=O)c3ccc(Cl)cc3)C1C2 (centres undefined) | -2% | 1% | 19% | -1% | 4% | -1% | ? | ? | 0%
CN(C(=O)Cn1ncc2c1-c1ccccc1OC2)c1ccc(Br)cc1 | nt | nt | 18µM* | nt | -3% | nt | ? | 9% | 9%
CCc1nnc2c(N(C)S(=O)(=O)c3ccc(C)cc3)nc3ccccc3n12 | 17% | 17% | -2% | 0% | -7% | 6% | 24% | 5% | 2%
